# miR-122 sensor: miR-122 Renilla sensor signal increase in Huh7, primary screen, miR-122 inhibitor project, cell-based, single point, plate reader; Huh7 miR-122 Renilla luciferase sensor, 48 h; neutral wells = 0, positive control = 100; activation (reporter increase), % at 12.5 µM; hit rate 0.3% among 340,000; AID 602342, 2012;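 active = mean replicate activation score at least 90 and every replicate individually at or above 90; inconclusive = only one of the two criteria met; inactive = neither criterion met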;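 note: higher luciferase means less miR-122 activity so hits act as miR-122 inhibitors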
# PglD inh: C. jejuni PglD acetyltransferase inhibitors, primary screen, biochemical, DTNB colorimetric, single point | UDP-N-acetylbacillosamine N-acetyltransferase PglD (Campylobacter jejuni) | purified PglD enzyme, DTNB colorimetric CoA detection | AID 602405, 2012 | inhibition, % at 12.5 µM | hit rate 0.098% among 360,000; in the data active = inhibition above about 16%, passing the limit was not always enough; inconclusive = no clear call, values can overlap the other calls; note: strong numbers were not always called active
# F508del corr: F508del CFTR correction, initial screen, CFBE line, single point. hit rate 0.36% among 350,000. CFBE cells, YFP halide quenching; stimulated with forskolin plus potentiator P3; % fluorescence drop versus neutral controls. activity (quench increase), % at 7.58 µM;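 active = mean added fluorescence quench of at least 8% versus neutral control, with both replicates also reaching 8%; inconclusive = only one of the mean or replicate conditions met; inactive = mean below 8% and not both replicates reaching 8%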;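 note: cells transiently co-express mutant CFTR-F508del with the halide-sensitive YFP; corrector assay measuring rescue of mutant channel to the surface after 24 h compound exposure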
# C2C12 statin: suppressors of statin myotoxicity in C2C12 myotubes, primary screen, cell-based, single point, plate reader; C2C12 myotubes + simvastatin, ATP luminescence, 48 h; scaled: DMSO 0, geranylgeraniol control 100; rescue of ATP level, % at 7.49 µM; hit rate 0.78% among 330,000;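 active = mean ATP rescue above about 67%, or every replicate alone reaching that limit, limit read from the data, passing the limit was not always enough; inconclusive = no clear call, values can overlap the other calls; inactive = mean under the limit and some replicate under it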;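 note: myotubes were challenged with 10 µM simvastatin during compound exposure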
# FN deposit inh: inhibitors of fibronectin matrix deposition, primary screen, AH1F cells, Alexa488-fibronectin fluorescence, plate reader. AH1F fibroblasts, overnight. inhibition, % at 12.6 µM. hit rate 0.086% among 350,000. AID 743247, 2014;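 active = mean inhibition across replicates of 30% or more, regardless of how many single replicates reach that level; inconclusive = mean under 30% yet at least half of replicates reach 30%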;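 note: positive control wells lacked labelled fibronectin entirely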
#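 Measured by – fluorescence 485/525 nm · System – AH1F fibroblast monolayer, labelled fibronectin deposition · Amount – 10000 cells per well · Buffer or medium – serum-reduced DMEM (2% serum) · Doses – single dose, pinned · Also added – fluorescent fibronectin at 24 nM final · Schedule – 1 h cell attachment, overnight exposure to compound and label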
# Cneo AK release: Cryptococcus neoformans cell lysis inducers, primary screen, AK release luminescence, single concentration; C. neoformans lysis, adenylate kinase release luminescence, 4 h; normalised: neutral wells 0, clomiphene wells 100; lysis activity, % at 15 µM; hit rate 0.2% among 360,000;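 active = mean lysis activity across replicates of at least 80%, whatever share of replicates individually reach that level; inactive = mean lysis activity below 80%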
#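 Material – Cryptococcus neoformans yeast cells · Quantity – 5 × 10^6 yeast cells/mL · Buffer or medium – YPD medium · Compound – single dose · Timing – 4 h static compound exposure, 37 °C, read 1 h post-reagent · Signal – adenylate kinase release luminescence · Read-out basis – lysis from increased AK signal · Benchmarks – Clomiphene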
# GSIS activator: GLuc luminescence reporter in INS-1E cells, primary screen for activators of glucose-dependent secretion of insulin. INS-1E GLuc reporter insulin secretion, 2-3 h. activation, % at 16.6 µM. hit rate 0.61% among 370,000. AID 743287, 2014;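 active = lowest replicate activation of at least 40%, so every replicate reaches that level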;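 note: 0% = median of neutral control wells and 100% = median of IBMX positive control wells; some compounds called inactive have numbers as strong as hits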
# PGC1a acetyl inh: inhibitors of PGC1a acetylation signal, primary screen, cell-based, U2OS, AlphaScreen, inhibitor mode | hit rate 0.17% among 350,000 | inhibition, % at 15.6 µM | AID 651687, 2012 | AlphaScreen anti-acetyl-lysine; with virally co-expressed GCN5 acetyltransferase;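 active = every replicate shows inhibition of at least 40%; inconclusive = mean inhibition at least 40% but some replicate below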;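 note: 0% = neutral control wells and 100% = positive control wells; some results beyond the cut were filed as inactive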
# * = called active by the depositor; ? = inconclusive; nt = no result given; [ ] = remark or other dose.
# Sample of the layout (2 entries):
SMILES	C2C12 statin	Cneo AK release	miR-122 sensor	GSIS activator	F508del corr	PGC1a acetyl inh	FN deposit inh	PglD inh
C[C@H]1CCC[C@@]2(O[C@H](CCO)C[C@@H](O)[C@@H]2O)O1	-5.2	4.4	-4.3	-14.4	3.9	-8.1	-3.5	-1.8
C[C@@H]1CN([C@@H](C)CO)C(=O)c2cc(C#CC3CC3)cnc2O[C@H]1CN(C)S(C)(=O)=O	-4.5	0.0	2.3[16.7 µM]	15.5	5.4	-8.3	-10.0	-1.2

# The whole of this part, previewed entries included:
SMILES	C2C12 statin	Cneo AK release	miR-122 sensor	GSIS activator	F508del corr	PGC1a acetyl inh	FN deposit inh	PglD inh
C[C@H]1CCC[C@@]2(O[C@H](CCO)C[C@@H](O)[C@@H]2O)O1	-5.2	4.4	-4.3	-14.4	3.9	-8.1	-3.5	-1.8
C[C@@H]1CN([C@@H](C)CO)C(=O)c2cc(C#CC3CC3)cnc2O[C@H]1CN(C)S(C)(=O)=O	-4.5	0.0	2.3[16.7 µM]	15.5	5.4	-8.3	-10.0	-1.2
COc1ccc(CNC(=O)COC(=O)c2ccc(F)c(S(=O)(=O)N3CCCCC3)c2)cc1OC	nt	0.9	14.3	7.1	0.9	2.6	-0.2	1.6
COc1ccccc1C#Cc1ccc2c(c1)[C@H]1NCC[C@H]1[C@@H](CO)N2	nt	nt	nt	34.0	0.2	-10.2	2.9	nt
C[C@H]1CN([C@@H](C)CO)C(=O)c2cccc(NC(=O)Nc3ccc4c(c3)OCO4)c2O[C@H]1CN(C)Cc1ccc(C(=O)Nc2ccccc2N)cc1	-38.1	-0.2	6.0[16.7 µM]	6.4	-2.2	-17.9	-8.2	1.6
COc1ccc(-c2cnc(SCC(=O)Nc3nc(C(C)(C)C)cs3)n2Cc2ccco2)cc1	5.3	4.2	-1.1	nt	nt	-12.4	nt	0.5
CCOc1ccc(-c2nnc(N3CCCCC3)c3ccccc23)cc1	-1.5	-3.2	5.4	nt	nt	-9.9	-24.4	-1.2
CNC(=O)C[C@H]1CC[C@@H]2[C@H](COC[C@H](O)CN2C(=O)c2ccccn2)O1	-2.1	-0.1	-1.3[16.7 µM]	-1.2	5.6	-0.4	-0.9	0.4
CCNC(=O)CSc1nnc(-c2ccc(OC)cc2)n1CC(C)C	0.3	0.8	2.6	nt	nt	-13.4	15.4	-2.3
C=CCc1cccc(/C=N/NC(=O)COc2ccc(-n3cnnn3)cc2)c1O	3.6	0.4	-4.1	0.1	2.2	-4.1	-7.8	-4.3
Nc1cccc(C(=O)Nc2ccco2)c1	4.8	-3.6	-0.4	nt	nt	-5.8	0.3	5.8
C/C(=N\NC(=O)c1c(C)nc2ccccn12)c1ccccc1F	-4.0	-4.2	nt	7.3	-0.5	nt	-10.1	-2.9
O=C(NCc1ccccc1F)c1ccc(S(=O)(=O)Nc2cccc(C(F)(F)F)c2)cc1	nt	-0.5	6.1	-38.2	nt	nt	3.5	-4.4
O=c1oc2c(CN3CCOCC3)c(O)c(Cl)cc2c2c1CCC2	-1.4	1.2	2.2	4.2	nt	-2.3	nt	3.2
C[C@@H]1CN([C@@H](C)CO)C(=O)c2ccccc2-c2ccccc2CO[C@@H]1CN(C)C(=O)CCC(F)(F)F	-4.8	0.1	nt	5.0	0.4	3.6	1.1	1.9
CCCOc1ccccc1C1C(C(=O)OC)=CN(C(C)C)C=C1C(=O)OC	9.0	0.2	-1.2	nt	nt	?	nt	-2.5
COc1ccc(C(CNC(=O)c2cc(S(=O)(=O)NCc3ccco3)ccc2C)N(C)C)cc1 (stereo not drawn)	0.9	1.9	nt	-17.8	2.2	-5.4	1.0	-6.4
O=C(O)c1ccccc1CSc1nc2ccccc2s1	2.5	-1.3	4.6	-21.7	-0.4	-4.5	-3.4	-4.4
O=C(CCc1nc2ccccc2[nH]c1=O)OCC(=O)c1ccc(Cl)cc1	-0.2	-0.1	-13.0	-6.3	-1.1	-5.0	nt	1.9
CNc1ccc([N+](=O)[O-])cc1-c1nc2ccccc2[nH]c1=O	-1.3	1.3	-7.6	13.7	2.4	-1.8	3.4	-2.7
CCc1ccc(NC(=O)c2ccc(S(=O)(=O)NCc3cccnc3)cc2)cc1	1.6	-1.3	nt	-11.4	-2.1	nt	5.6	2.5
O=C(CCn1c(SCC(=O)NCc2ccco2)nc2ccccc2c1=O)NCCc1ccccc1	102.3*	-0.5	5.7	nt	nt	5.1	-4.1	0.9
CCCn1c(N)c(N(CCOC)C(=O)c2cc(Cl)nc3ccccc23)c(=O)[nH]c1=O	14.3	-2.8	-1.9	12.5	-1.7	0.0	-3.1	-6.2
Cc1ccc(NS(=O)(=O)c2cccc(C(=O)NCC(c3ccc(F)cc3)N3CCOCC3)c2)cc1 (stereo not drawn)	9.8	1.6	22.1	-16.0	-0.2	nt	0.1	-0.5
O=C(NNS(=O)(=O)c1ccccc1[N+](=O)[O-])c1cccc(Br)c1	-0.1	1.5	-7.3	4.0	-0.7	20.4	2.7	-2.3
COc1ccccc1CNC(=O)COC(=O)c1cccc(S(=O)(=O)N2CCCC2)c1	-2.9	-0.8	nt	9.3	1.2	nt	2.3	1.7
Cc1cc(N/C=C\c2nnnn2-c2ccc(F)cc2)no1	nt	-4.5	-5.7	21.1	nt	-5.4	-6.1	-0.4
C=CCOc1ccccc1CN1CCSCC1	nt	3.0	3.2	nt	nt	-3.7	nt	-1.0
COc1cccc(S(=O)(=O)N2CC[C@@H]3[C@@H](CO)Nc4ccc(-c5ccc(C#N)cc5)cc4[C@@H]32)c1	4.2	-17.5	12.4[16.7 µM]	4.8	3.4	12.1	4.7	-0.3
Cc1cc(Nc2ccccc2)nn1C(=O)c1ccccc1	11.0	-30.6	-0.6	nt	nt	-17.8	-6.2	-4.8
Cc1ccc(CN2CCC(n3nccc3NC(=O)C3CCOC3)CC2)cc1 (stereo not drawn)	-0.1	-2.3	nt	6.8	0.7	-0.8	-0.1	2.3
CCN(CC)S(=O)(=O)c1ccc(NC(=O)CNC2CCCCC2)cc1	-0.1	0.7	0.0	3.0	-2.1	-7.2	-9.3	-3.6
O=C(Nc1nc(COc2ccccc2)cs1)C1CCC1	12.9	-5.0	nt	nt	nt	-6.3	-6.2	8.2
CC(C)C(=O)Nc1ccc2c(c1)C(=O)N(C)[C@H]1CC[C@H](CC(=O)NCc3ccccc3)O[C@H]1CO2	-35.7	15.8	18.0[16.7 µM]	-2.3	1.1	0.3	-20.3	6.3
Cc1[nH]c2ccccc2c1/C=C/c1nc2ccccc2c(=O)n1CCO	nt	-2.9	nt	0.6	-0.7	nt	-6.8	-1.8
Cc1cc(=O)oc2cc(OC(C)C(=O)NC3(C#N)CCCCC3)ccc12 (stereo not drawn)	3.0	-2.0	-10.7	1.0	3.1	-1.4	-5.9	-2.5
COc1cc(NC(=O)c2cccs2)ccc1NC(=O)c1ccccc1Cl	-13.6	14.5	-6.4	-6.6	0.9	2.0	7.8	1.4
Cn1ccc2c(N3CCCC3)cc3c(c21)C1CCC3C1 (stereo not drawn)	-7.6	1.2	-3.4	-14.8	2.7	-4.5	-0.8	3.4
COc1ccc(C(=O)Nc2ccc3c(c2)C(=O)N(C)C[C@H](OC)[C@H](C)CN(C(C)=O)[C@@H](C)CO3)cc1	5.7	-4.8	17.0[16.7 µM]	6.5	0.0	-4.0	-8.6	-0.9
CCCc1[nH]nc2c1C(/C(C)=C/c1ccccc1)C(C#N)=C(N)O2 (stereo not drawn)	14.5	-0.8	-4.3	nt	nt	nt	-8.3	-2.1
CC(=O)C1=C(O)C(=O)N(CC#N)C1c1cccs1 (stereo not drawn)	-2.6	0.2	-3.7	nt	nt	-6.5	6.2	5.5
COC1CCCCC1Nc1cc(C)cc(C)c1 (stereo not drawn)	2.8	1.9	-4.0	3.7	-2.9	-18.3	nt	-4.3
C[C@@H]1CN([C@@H](C)CO)C(=O)Cc2cc(NC(=O)c3ccncc3)ccc2O[C@H]1CN(C)S(=O)(=O)c1ccc(F)cc1	4.0	-2.3	0.6[16.7 µM]	3.8	-3.4	-1.6	-5.5	3.7
CC(=O)c1ccc(-n2nnnc2SCC(=O)N2CCN(C(=O)c3ccco3)CC2)cc1	20.9	-0.1	-0.2	nt	nt	-0.1	nt	-8.6
C/C(CCc1oc2c(Br)cc(Br)cc2c1-c1ccc(C)o1)=N\O	24.8	-0.2	nt	-13.5	5.0	-5.2	nt	8.1
CCC(C)NC(=O)CC1Oc2ccc(Cl)cc2NC1=O (stereo not drawn)	-0.9	0.8	-6.2	6.9	-4.2	-17.0	9.4	0.6
CC(=O)COc1ccccc1OC(=O)c1ccco1	1.5	-1.6	7.2	nt	nt	nt	9.8	0.5
COc1ccc(-c2ccc3c(c2)[C@H]2[C@H](CCN2C(=O)Cc2ccncc2)[C@H](CO)N3)cc1	-10.5	-8.7	-4.8[16.7 µM]	10.1	0.2	-17.6	-5.8	0.4
CC1CCN(C(=O)COC(=O)C2CCN(S(=O)(=O)c3c(Cl)cccc3Cl)CC2)CC1	5.8	-2.4	-2.9	-9.3	-2.0	nt	-0.1	-1.2
CCOC(=O)c1cc(C#N)c(C)nc1N(CC)CC	-10.8	-1.2	4.2	-4.6	1.6	7.6	-3.7	-5.2

# (more compounds)
SMILES	C2C12 statin	Cneo AK release	miR-122 sensor	GSIS activator	F508del corr	PGC1a acetyl inh	FN deposit inh	PglD inh
COc1ccc(CCNC(=O)c2nn(C)cc2Cl)cc1	-11.2	1.1	2.0	6.6	-2.3	7.5	nt	5.2
COc1ccccc1-c1cnc2c(c1)C(=O)N([C@H](C)CO)C[C@H](C)[C@H](CN(C)Cc1ccc(F)cc1)O2	33.2	-9.2	0.5[16.7 µM]	2.2	-4.2	-9.0	13.9	1.5
Cc1ccc2nc(C3CCN(C(=O)NCc4ccccc4)CC3)[nH]c2c1	19.6	-6.4	24.7	nt	nt	nt	nt	0.7
Cc1noc(C)c1NC(=O)N(C)C[C@H]1Oc2ccc(NC(=O)CCC(F)(F)F)cc2CC(=O)N([C@H](C)CO)C[C@@H]1C	-3.7	1.2	2.1[16.7 µM]	14.8	0.4	1.3	-1.6	-0.8
CC(=O)Nc1ccc(N2C(=O)CC(c3ccccc3)CC2=O)cc1	26.3	-3.2	-4.0	-4.5	nt	7.7	-3.6	-3.5
CCCc1nnc(NC(=O)C(C)N2C(=O)C3C4C=CC(C4)C3C2=O)s1 (stereo not drawn)	-9.5	0.2	0.5	nt	nt	-5.2	-0.6	1.5
CCCNC(=O)C(CC)NC(=O)c1ccc(C#N)cc1 (stereo not drawn)	19.0	-1.5	-5.3	-1.8	4.7	-3.9	6.1	-2.3

# Compound activity as filed in PubChem.
